HT1080NT lethal: kills 2HG-producing HT-1080-NT fibrosarcoma cells; HT-1080-NT fibrosarcoma viability, CellTiter-Glo ATP luminescence, 48 h; Potency, µM (titrated, usually from 46.1 µM), without a hit: top-dose activity, negative = less viability, hits mostly cytotoxic; actives 1.6% (n = 360,000); AID 686970;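 further: NT is the 2HG producing partner of a matched IDH1 knockdown line; potency means the concentration at half of the fitted maximal effect; 0% = DMSO-treated cells and -100% = media-only wells without cells; nearly all actives have a fitted effect of over 55% in size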
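Toxicity toward the 2HG-producing NT line was scored as %Activity, normalised to DMSO and no-cell wells, from CellTiter-Glo luminescence after 48 hours' treatment.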
MCF10A rerep: inducers of DNA re-replication in MCF 10A breast cells; MCF 10A DNA re-replication, Hoechst nuclear intensity, 48 h; Potency, µM (series often up to 46.1 µM), without a hit: at the highest dose activity, positive = re-replication, most hits filed as activators; actives 2.9% (n = 350,000); AID 624296; further: potency means the concentration at half of the fitted maximal effect; % of control where 0% means no effect; nearly all actives have a fitted effect of over 50% in size
KB-3-1 cytotox: KB-3-1 parental cell cytotoxicity. KB-3-1 viability, CellTiter-Glo ATP luminescence, 72 h. Potency, µM (series often up to 46.1 µM), for inactives: top-dose activity change, negative = cytotoxic, actives largely listed as cytotoxic. actives 1.4% (n = 400,000). AID 1347075; further: potency means the concentration at half of the fitted maximal effect; on the % scale 0 is the no-effect control and ±100 the full control effect; nearly all actives have a fitted effect of over 60% in size
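Multi-concentration cytotoxicity screen in KB-3-1 cells grown in DMEM lacking phenol red with 10% FBS. After 72 h at 37 °C with compound, ATP-dependent luminescence was recorded.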
HT1080 IDH1KD tx: toxicity to HT-1080 IDH1 knockdown cells (counter line); HT-1080 IDH1 knockdown viability, ATP luminescence, 48 h; Potency, µM (highest dose often 46.1 µM), for the others: at the highest dose activity, negative = toxicity, usual class: cytotoxic; actives 2% (n = 360,000); AID 686971;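 further: potency means the concentration at half of the fitted maximal effect; 0% = DMSO wells and -100% = cell-free medium wells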
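% activity derives from luminescence (CellTiter-Glo), normalised to DMSO and no-cell wells. HT-1080-IDH1KD cells, 750/well, had 48 h compound exposure at 37 °C.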
IL-1B inflam inh: inhibitors of inflammasome signaling (IL-1 beta secretion); THP-1 LPS/ATP IL-1B secretion, AlphaLISA, 16 h; active compounds read low; activity change, % at 57.5 µM; actives 4.7% (n = 360,000); AID 743279; in the data active means activity change below about -50%; inconclusive means mostly about -30% to -49%; further: on the % scale 0 is the no-effect control and ±100 the full control effect
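Secreted IL-1B measured by AlphaLISA bead assay after 16 h compound exposure of THP-1 cells; compounds (final up to 57.5 uM) added 1 h before LPS (250 ng/mL) and ATP (1.25 mM) stimulation; lower signal means less secretion.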
SW480 rerep: DNA re-replication induction in SW480 cells | actives 1.8% (n = 340,000) | AID 624297 | Potency, µM (top dose mostly 46.1 µM), for the others: at the highest dose re-replication activation, actives largely listed as activators | SW480 DNA re-replication, Hoechst DNA content imaging, 48 h; further: potency means the concentration at half of the fitted maximal effect; % of control where 0% means no effect; nearly all actives have a fitted effect of over 55% in size
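Cells (250 per well) received 23 nL compound or DMSO by pin tool and were kept 48 hr at 37 C, 5% CO2. Nuclei were then stained with Hoechst for 40 min and scanned for DNA content.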
S2 tox: reduces viability in counter-screen for ATXN expression inhibitors. S2 cells (HEK-293 line with an ATXN2-luciferase reporter) viability, CellTiter-Fluor protease fluorescence, 24 h. Potency, µM (highest dose often 56.7 µM), hits mostly cytotoxic. actives 0.49% (n = 400,000); further: potency means the concentration at half of the fitted maximal effect; nearly all actives have a fitted effect of over 40% in size
ATXN2 expr inh: inhibitors of ATXN2 expression. HEK-293 ATXN2-luciferase reporter, luminescence, 24 h. Potency, µM (highest dose often 57 µM), for the others: at the highest dose activity change, negative = inhibition, usual class: inhibitors. actives 0.72% (n = 360,000); further: potency means the concentration at half of the fitted maximal effect; on the % scale 0 is the no-effect control and ±100 the full control effect; nearly all actives have a fitted effect of over 55% in size
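qHTS (up to 57 uM final) was run with 24 h compound exposure of reporter cells at 37 °C. Each well was multiplexed: SteadyGlo luminescence measured ATXN2-luciferase expression after a fluorogenic Gly-Phe-AFC viability readout (25 uM final).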
HepG2 tox: kills HepG2 cells in TGF-b inhibitor counter-screen; HepG2 CAGA-GFP viability, ATP luminescence, 18 h; Potency, µM (series often up to 46.1 µM), inactives show at the highest dose activity change, negative = cytotoxicity, actives largely listed as cytotoxic; actives 0.76% (n = 410,000); AID 588856; further: potency means the concentration at half of the fitted maximal effect; some results filed as inactive show a strong effect at the top dose
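CellTiter-Glo luminescence gave cytotoxicity after 18 hours at 37 degrees C. The cells were HepG2 CAGA-GFP in 1% FBS DMEM, stimulated with 500 pg/mL TGF-beta after compound addition. %Activity was normalised to no-cell wells (complete cell-killing) and DMSO (no toxicity), and curves were fitted and classified.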
* hit, by the source's call; [ ] = remark or other dose. Unless noted, the call rests on the fitted dose curve; in most records, active means well fitted curve in the direction sought with a large enough effect; inconclusive means small, poorly fitted or top-dose-only effect, or another doubt; inactive means no such curve, though single readings can be large; an effect the other way counts as inactive or inconclusive.

For O=C(CSc1nc2c(c(=O)[nH]1)CN(Cc1ccc(F)cc1)CC2)Nc1ccccc1Cl the results were KB-3-1 cytotox -1%, S2 tox inactive, ATXN2 expr inh -4% and HepG2 tox -2%.
Screening N#Cc1ccc(NC(=O)Cn2cnc(S(=O)(=O)N3CCCC3)c2)cc1 returned HT1080NT lethal -7%, MCF10A rerep -1%, KB-3-1 cytotox 17%, HT1080 IDH1KD tx -6%, IL-1B inflam inh 6, SW480 rerep 2%, S2 tox inactive, ATXN2 expr inh 0% and HepG2 tox -7%.
CN(Cc1ccccc1)C(=O)CC(=O)N(C)Cc1ccccc1 was read as HT1080NT lethal 20%, MCF10A rerep -2%, KB-3-1 cytotox 21%, HT1080 IDH1KD tx inconclusive, IL-1B inflam inh 10, SW480 rerep 2%, S2 tox inactive, ATXN2 expr inh 18% and HepG2 tox -7%.
For O=C(Cn1c(=O)sc2ccccc21)Nc1ccc2c(c1)OCCO2 the results were HT1080NT lethal -1%, MCF10A rerep 2%, KB-3-1 cytotox -3%, HT1080 IDH1KD tx 1%, IL-1B inflam inh 3, SW480 rerep -3%, S2 tox inactive, ATXN2 expr inh 0% and HepG2 tox -28%.
Screening c1ccc(CCCCN2C(Nc3ccccc3)=NC[C@@H]2Cc2ccccc2)cc1 returned HT1080NT lethal -23%, MCF10A rerep inconclusive, KB-3-1 cytotox 1%, HT1080 IDH1KD tx -5%, IL-1B inflam inh -55*, SW480 rerep -11%[9.22 µM], S2 tox inconclusive, ATXN2 expr inh -28% and HepG2 tox -26%.
`CCOc1cc(OCC)cc(C(=O)Nc2cccc(-c3nc4ccccc4[nH]3)c2)c1` gave KB-3-1 cytotox 3%, S2 tox inconclusive, ATXN2 expr inh -35% and HepG2 tox 14µM*.
CC1=C(C(=O)Nc2cc(Cl)ccc2C)C(c2cccs2)n2ncnc2N1 (stereo unspecified) was read as KB-3-1 cytotox 16%, S2 tox inactive, ATXN2 expr inh 0% and HepG2 tox 4%.
`c1ccc(Nc2c(-c3c[nH]c4ccccc34)nc3ccccn23)cc1` gave KB-3-1 cytotox 3%, S2 tox inactive, ATXN2 expr inh 48%[activator] and HepG2 tox -40%.
Screening Cc1ccc(Nc2nc(CSc3nnc(-c4cccnc4)n3-c3ccccc3F)cs2)cc1 returned HT1080NT lethal 15%, MCF10A rerep 10%, KB-3-1 cytotox 6%, HT1080 IDH1KD tx 12%, IL-1B inflam inh 11, SW480 rerep -9%, S2 tox inactive, ATXN2 expr inh 30%[activator] and HepG2 tox -4%.
Cc1nn(-c2ccccc2)c(N)c1C1(O)C(=O)Nc2ccc([N+](=O)[O-])cc21 (stereo unspecified) was read as HT1080NT lethal -2%, MCF10A rerep -3%, KB-3-1 cytotox 6%, HT1080 IDH1KD tx 3%, IL-1B inflam inh 28, SW480 rerep 0%, S2 tox inactive and HepG2 tox 5%.
Cc1cc(NC(=O)c2c([N+](=O)[O-])cnn2C)no1 was read as HT1080NT lethal 9%, MCF10A rerep -7%, KB-3-1 cytotox 5%, HT1080 IDH1KD tx 10%, IL-1B inflam inh -4, SW480 rerep -1%, S2 tox inactive, ATXN2 expr inh -8% and HepG2 tox -17%.
`COc1ccc(C(=O)NCCn2cc(SCC(=O)Nc3ccc4c(c3)OCCO4)c3ccccc32)cc1` gave KB-3-1 cytotox inconclusive, S2 tox inconclusive, ATXN2 expr inh -12% and HepG2 tox 0%.
CCN(CC)S(=O)(=O)c1ccc(NC(=O)C(C)N(c2ccccc2)S(C)(=O)=O)cc1 (stereo unspecified) was read as HT1080NT lethal -12%, MCF10A rerep inconclusive, KB-3-1 cytotox -8%, HT1080 IDH1KD tx -2%, IL-1B inflam inh 5, SW480 rerep -3%, S2 tox inactive, ATXN2 expr inh 4% and HepG2 tox -2%.
`O=S(=O)(c1cccc(-c2n[nH]c(=S)o2)c1)N1CCOCC1` gave HT1080NT lethal 3%, MCF10A rerep -8%, KB-3-1 cytotox -2%, HT1080 IDH1KD tx 7%, IL-1B inflam inh 20, SW480 rerep -4%, S2 tox inactive, ATXN2 expr inh 10% and HepG2 tox 3%.
Screening O=Cc1c(NCCCN2CCCC2=O)c2ccccc2[nH]c1=O returned HT1080NT lethal 6%, MCF10A rerep -7%, KB-3-1 cytotox 1%, HT1080 IDH1KD tx 8%, IL-1B inflam inh 13, SW480 rerep -4%[9.22 µM], S2 tox inactive, ATXN2 expr inh -11% and HepG2 tox 4%.
`CC(C)N(C)C1CCN(S(=O)(=O)c2ccc(-c3ccc(=O)[nH]n3)s2)CC1` gave HT1080NT lethal -1%, MCF10A rerep -1%, KB-3-1 cytotox -4%, HT1080 IDH1KD tx -6%, IL-1B inflam inh 14, SW480 rerep -2%, S2 tox inactive, ATXN2 expr inh 1% and HepG2 tox -9%.
For O=C1CCN(Cl)C(=O)N1Cl the results were HT1080NT lethal 0%, KB-3-1 cytotox 15%, HT1080 IDH1KD tx 20%, IL-1B inflam inh 22, S2 tox inactive and ATXN2 expr inh -5%.
`COc1ccccc1C(=O)Nc1nnc(SCC(=O)NCc2ccco2)s1` gave HT1080NT lethal -10%, MCF10A rerep 0%, KB-3-1 cytotox 2%, HT1080 IDH1KD tx -10%, IL-1B inflam inh -22, SW480 rerep 21µM*, S2 tox inactive, ATXN2 expr inh 3% and HepG2 tox -5%.
O=C1CN(C(=O)CSc2nc3ccccc3c(=O)n2CC2CCCO2)c2ccccc2N1 (stereo unspecified) was read as HT1080NT lethal 0%, MCF10A rerep inconclusive, KB-3-1 cytotox 13%, HT1080 IDH1KD tx -2%, IL-1B inflam inh -19, SW480 rerep 6%, S2 tox inactive, ATXN2 expr inh -24% and HepG2 tox -11%.
COc1ccccc1C(=O)C1CCCN(C(=O)c2ccccc2Cl)C1 (stereo unspecified) was read as HT1080NT lethal -1%, MCF10A rerep -5%, KB-3-1 cytotox -10%, HT1080 IDH1KD tx 0%, IL-1B inflam inh 0, SW480 rerep -4%, S2 tox inactive, ATXN2 expr inh -16% and HepG2 tox -16%.

Looked up by structure from above, two records:
For O=C1CCN(Cl)C(=O)N1Cl the results were HT1080NT lethal 0%, KB-3-1 cytotox 15%, HT1080 IDH1KD tx 20%, IL-1B inflam inh 22, S2 tox inactive and ATXN2 expr inh -5%.
CN(Cc1ccccc1)C(=O)CC(=O)N(C)Cc1ccccc1 was read as HT1080NT lethal 20%, MCF10A rerep -2%, KB-3-1 cytotox 21%, HT1080 IDH1KD tx inconclusive, IL-1B inflam inh 10, SW480 rerep 2%, S2 tox inactive, ATXN2 expr inh 18% and HepG2 tox -7%.

(continued)
For CCOc1ccc(OCC)c(NC(=O)C(NS(=O)(=O)c2ccc3c(c2)oc(=O)n3C)C(C)C)c1 (stereo unspecified) the results were HT1080NT lethal 13%, MCF10A rerep 3%, KB-3-1 cytotox 3%, HT1080 IDH1KD tx -1%, IL-1B inflam inh 14, SW480 rerep -1%, S2 tox inactive, ATXN2 expr inh 2% and HepG2 tox -11%.
Cc1ccc(-c2nc3ccccc3nc2NN)cc1 was read as HT1080NT lethal -7%, MCF10A rerep -12%, KB-3-1 cytotox 3%, HT1080 IDH1KD tx 0%, IL-1B inflam inh 20, SW480 rerep -2%, S2 tox inactive, ATXN2 expr inh 101%[activator] and HepG2 tox -34%.
Cc1ccc(C2/C(=C(/O)c3ccccc3)C(=O)C(=O)N2CCN2CCOCC2)o1 (stereo unspecified) was read as HT1080NT lethal 3%, MCF10A rerep 1%, KB-3-1 cytotox -3%, HT1080 IDH1KD tx 1%, IL-1B inflam inh -3, SW480 rerep -2%, S2 tox inactive, ATXN2 expr inh 1% and HepG2 tox 3%.
`CCCn1c(=O)c(-c2ccccc2)c(O)c2ccccc21` gave HT1080NT lethal 11%, MCF10A rerep 7%, KB-3-1 cytotox 15%, HT1080 IDH1KD tx 13%, IL-1B inflam inh 13, SW480 rerep -4%, S2 tox inconclusive, ATXN2 expr inh 0% and HepG2 tox -2%.
`COc1cc(C(=O)OCC(=O)NC2CCCC2)cc(NC(=O)c2ccco2)c1OC` gave HT1080NT lethal 5%, MCF10A rerep 2%, KB-3-1 cytotox 14%, HT1080 IDH1KD tx 13%, IL-1B inflam inh 23, SW480 rerep -10%, S2 tox inactive, ATXN2 expr inh 13% and HepG2 tox -7%.
Screening Cc1c(C(=O)N(C)C)sc2c1c(=O)n(-c1ccccc1C(F)(F)F)c(=O)n2Cc1ccccc1C#N returned KB-3-1 cytotox 0%, S2 tox inactive, ATXN2 expr inh 2% and HepG2 tox 3%.
Screening COCCN(C(=S)Nc1ccc(C)cc1C)C(C)c1ccco1 (stereo unspecified) returned HT1080NT lethal inconclusive, MCF10A rerep 8%, KB-3-1 cytotox 19%, HT1080 IDH1KD tx 14%, IL-1B inflam inh 0, SW480 rerep -2%, S2 tox inactive, ATXN2 expr inh 16% and HepG2 tox -15%.
`O=C(N/N=C/c1ccccc1C(F)(F)F)c1ccc2nc[nH]c2c1` gave HT1080NT lethal 0%, MCF10A rerep 15%, KB-3-1 cytotox inconclusive, HT1080 IDH1KD tx -4%, IL-1B inflam inh -10, SW480 rerep inconclusive, S2 tox inactive, ATXN2 expr inh 29% and HepG2 tox -10%.
`CCOc1ccccc1OCC(=O)OCc1csc(CC(=O)Nc2ccccc2C)n1` gave HT1080NT lethal -3%, MCF10A rerep 0%, KB-3-1 cytotox 13%, HT1080 IDH1KD tx -7%, IL-1B inflam inh -11, SW480 rerep -1%, S2 tox inactive, ATXN2 expr inh -5% and HepG2 tox 0%.
Screening c1ccc(CCC2Cc3ccccc3N2)cc1 (stereo unspecified) returned HT1080NT lethal 7%, MCF10A rerep 4%, KB-3-1 cytotox 0%, HT1080 IDH1KD tx 14%, IL-1B inflam inh -4, SW480 rerep inconclusive, S2 tox inactive, ATXN2 expr inh 13% and HepG2 tox 8%.

Compound activity (PubChem BioAssay)
